High-throughput results deposited in PubChem by several laboratories.
Hep lipid drop = hepatic lipid droplet formation modulation; AML12 mouse hepatocytes, oleate lipid droplets, BODIPY imaging; inhibition, % at 6.5 µM; hit rate 0.4% among 240,000; AID 1656;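 active = lipid droplet intensity inhibited by at least 50%, with more than 500 cells counted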
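Test system: AML12 mouse liver cells; schedule: overnight exposure; technique: high-content imaging of BODIPY-stained droplets and DAPI nuclei; read-out: % inhibition of corrected integrated BODIPY droplet signal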
MT stabilizer = microtubule stabilization, imaging screen; hit rate 0.83% among 200,000; HeLa tubulin immunostaining HCS, 24 h; share of cells brighter than vehicle mean+2SD; % tubulin-high responders, % at 10 µM; AID 2205;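 active = plate Z-score above 3 for both tubulin-high and condensed-nucleus cell shares, with cell loss under 80%, at 10 µM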;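 also: anti alpha tubulin signal scored within the nucleus-defined area of each cell; some results filed as inactive read as strong as hits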
Ins promoter up = MIN6 insulin promoter up-regulation; hit rate 0.3% among 190,000; z-score at 5 µM; MIN6 insulin promoter-GFP reporter, high-content imaging; active compounds read high; AID 1625;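 active = z-score above 3 at 5 µM with at least 500 cells counted in the well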
Myeloid diff 2 = compounds promoting myeloid differentiation; AID 624256; ER-HoxA9 myeloid progenitors, lysozyme-GFP differentiation, flow cytometry; calls only at 10 µM; hit rate 1% among 360,000;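 active = normalized GFP-positive differentiation at or above the plate's own cutoff, the solvent-only control mean plus 3 SD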;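 also: cells exposed to compound for four days before flow analysis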
T cell HTS = T cell immune modulation candidate | 2C CD8+ T cell-vesicle binding, flow cytometry; active compounds read low | calls only at 7 µM | hit rate 0.068% among 330,000 | AID 2052;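 active = response, share of CD8 T cells binding vesicles, and their 90th percentile fluorescence all below set limits, cut at about 80% in these data, passing the limit was not always enough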
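Incubation: binding step 1.5 h, 37 °C, antibody labelling 20 min, ice; system: murine 2C transgenic CD8+ T lymphocytes; technique: cytometric PE anti-B7-1 and Alexa647 anti-CD8 signals after 1% paraformaldehyde fixation; also added: QL9-charged Drosophila Ld/ICAM-1/B7-1 vesicles; control set: naked versus QL9-loaded vesicles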
WT yeast gro inh = growth inhibition of WT yeast, mitochondrial fusion screen | hit rate 2.1% among 190,000 | mitochondrial fusion phenotypic screen, WT strain | AID 1362 | inhibition, % at 10 µM; in the data active = inhibition above about 58%; tested in S. cerevisiae
West Nile virus CPE = inhibition of WNV-induced cytopathic effect – cell-based, CPE readout (AID 1621); West Nile virus-infected cells, CPE inhibition; higher % means a stronger effect; CPE inhibition, % at 10 µM, or IC50 in µM where a hit was titrated; hit rate 0.02% among 290,000; in the data active = a potency from the dose series; also: strong numbers were not always called active
Autophagy mod = alters autophagy in cells. MEF GFP-LC3 puncta imaging; test concentration mostly 10 µM. calls only at 10 µM (by protocol). hit rate 0.98% among 190,000;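 active = percentage of spot-positive cells more than 3 SD above its plate mean, without a fluorescence outlier flag or 80% toxicity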;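 also: spot-positive cell cutoff set from DMSO-treated cells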
b-catenin transl = beta-catenin nuclear translocation modulation; HeLa beta-catenin nuclear translocation, immunofluorescence imaging; nuclear translocation activity, % at 5 µM; hit rate 0.3% among 190,000;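 active = nuclear translocation activity above 50% at 5 µM, with a well cell count of 50 or more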;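 also: per-cell ratio of nuclear to cytoplasmic median beta-catenin stain intensity; plate controls were DMSO negative control for no effect and GSK-3 inhibitor IX positive control for full effect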
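test system = HeLa cells, endogenous beta-catenin | dosing = single 5 µM dose plus 0.02–20 µM confirmation series | times = compound treatment 24 h, 37°C, 5% CO2 | technique = beta-catenin immunofluorescence imaging with DAPI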
WT yeast gro inh mutant strain = further read-out of WT yeast gro inh, marked with its call; inhibition, %; mitochondrial fusion phenotypic screen, mutant strain inhibition
Ins promoter up cell count = recorded beside Ins promoter up, whose call it bears; cell count; measured here: cytotoxicity, nuclei count;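 total cells summed across four imaged fields per well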
Hep lipid drop cells 6.5 µM = also measured in Hep lipid drop; calls as there; cell count; measured here: cell count, cytotoxicity flag;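 cells counted across two imaged fields per well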
b-catenin transl cell count 5 µM = also measured in b-catenin transl; calls as there; cell count; measured here: cell count, cytotoxicity flag
T cell HTS vesicle-bound % = further read-out of T cell HTS, marked with its call; double positive events, %; measured here: CD8+ vesicle-bound cell fraction;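 binding gate set so that unloaded-vesicle control wells show 10% double positive cells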
MT stabilizer Hoechst-high % = second read-out of MT stabilizer, no call of its own (marks repeat the call); % Hoechst-high responders; measured here: nuclear condensation Hoechst responders;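 share of cells brighter than vehicle mean plus two SD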
MT stabilizer cytotoxicity % = further read-out of MT stabilizer, marked with its call; toxicity, %; measured here: cytotoxicity by cell density;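 0% = mean cell density of plate MIN control wells and 100% = no cells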
Autophagy mod cell loss 18 h = further read-out of Autophagy mod, marked with its call; toxicity, %; measured here: cell loss, nuclei count;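 cell loss after 18 h compound exposure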
Myeloid diff 2 GFP+ MAC1+ % = further read-out of Myeloid diff 2, marked with its call; GFP+ MAC1+ double positive, %; measured here: differentiation confirmed by MAC1 staining
* marks the source's active call; other numbers are inactive results; i = inactive; . = no result given; + = active, no number.

Below each SMILES – Hep lipid drop	Hep lipid drop cells 6.5 µM	MT stabilizer	MT stabilizer Hoechst-high %	MT stabilizer cytotoxicity %	Ins promoter up	Ins promoter up cell count	Myeloid diff 2	Myeloid diff 2 GFP+ MAC1+ %	T cell HTS	T cell HTS vesicle-bound %	WT yeast gro inh	WT yeast gro inh mutant strain	West Nile virus CPE	Autophagy mod	Autophagy mod cell loss 18 h	b-catenin transl	b-catenin transl cell count 5 µM
> COC(=O)c1c(NC(=O)CCc2ccc(C)o2)sc(C)c1C
  -25	732	3.7	1.6	3.4	-0.06	1240	i	0.9	i	50	-5	0	0.0%	i	3	3.6	893
> O=C(CSc1nc2ccccc2c(=O)[nH]1)Nc1ccccc1O
  11	810	.	.	.	.	.	i	0.8	i	25	.	.	-0.8%	.	.	.	.
> COc1ccccc1CC(=O)Nc1ccc(-c2noc(COc3ccc(Cl)c(C)c3)n2)cc1
  -1	765	0.7	2.0	3.9	.	.	i	2.2	i	17	-9	21	-0.5%	i	2	.	.
> N#CCOc1ccccc1/C=N/n1nnnc1N
  -2	784	.	.	.	.	.	i	0.3	i	49	.	.	0.5%	.	.	.	.
> O=C(NCc1ccccc1Cl)c1csc2c1CCCCC2
  1	853	1.6	1.1	4.2	-0.5	786	i	0.5	i	20	-5	-24	-0.9%	i	6	3.0	1007
> O=C(Nc1cccc2cccnc12)c1ccc(Cl)cc1Cl
  7	766	.	.	.	.	.	i	0.8	i	43	.	.	-0.8%	.	.	.	.
> CC1=C(C(=O)Nc2ccccc2)C(c2ccco2)NC(=O)N1 (stereo unspecified)
  .	.	2.6	2.2	6.7	.	.	i	1.3	i	23	2	2	1.5%	i	3	.	.
> O=[N+]([O-])c1ccc(C2=Nn3c(Cn4nnc5ccccc54)nnc3SC2)cc1
  -1	661	.	.	.	0.42	1058	i	0.9	i	27	.	.	0.3%	.	.	-0.4	1342
> CCO[C@H]1OC(C(=O)O)=C[C@@H](c2ccc(C(F)(F)F)cc2)[C@@H]1CCCO
  6	735	1.0	1.5	3.1	-0.12	1499	i	1.2	i	41	3	-1	0.2%	i	3	-1.0	1108
> CC(C)(C)n1ncc2c(=O)n(CC(=O)N3CCN(c4ccccc4)CC3)cnc21
  .	.	1.7	0.9	6.4	0.28	1392	i	1.1	.	.	-22	-13	-0.3%	i	14	-2.7	918
> COC(=O)c1ccc(C)c(NC(=O)CSc2sc3c(O)cc(=O)[nH]c3c2C#N)c1
  -26	767	.	.	.	.	.	i	3.7	i	43	.	.	-0.5%	.	.	.	.
> Cc1cc(C)cc(OCC(=O)Nc2cc(C)on2)c1
  10	715	4.0	2.1	6.8	0.15	1407	i	0.4	i	19	-14	-8	0.3%	i	-10	-1.9	1107
> COC(=O)c1ccn(CC(=O)NC2CCCCC2)n1
  -7	747	.	.	.	.	.	+	12*	i	3	.	.	1.4%	.	.	.	.
> CC(C)C(=O)Nc1cccc(NC(=S)NC(=O)c2ccc3c(c2)OCO3)c1
  -12	630	.	.	.	.	.	i	6.3	i	62	.	.	-0.9%	.	.	.	.
> COc1ccc(-n2nnc3c(=O)n(CC(=O)Nc4ccc5c(c4)OCCO5)cnc32)cc1OC
  33	813	.	.	.	.	.	i	1.7	i	50	.	.	0.9%	.	.	.	.
> C=CCOC(=O)c1cn(CC)c2nc(C)ccc2c1=O
  9	741	3.5	2.8	5.4	.	.	i	0.4	i	47	-8	0	-0.4%	i	3	0.8	1083
> OCC1(CCOc2ccccc2)CCN(C2Cc3ccccc3C2)CC1
  -3	682	3.7	1.8	3.4	-1.2	1379	i	0.1	i	50	9	27	-0.2%	i	6	-1.2	971
> O=C(NC1CC1)c1ccc(F)cc1Cl
  -5	806	0.9	1.0	3.1	-0.1	892	i	1.1	i	44	1	8	0.2%	i	-6	-3.5	1162
> CNc1ccc(C(=O)N2CCN(S(=O)(=O)c3ccc4c(c3)OCCCO4)CC2)cc1[N+](=O)[O-]
  -18	822	.	.	.	.	.	+	8.1*	i	5	.	.	-0.8%	.	.	.	.
> CCOc1ccc(N(CC(=O)NCCOc2ccc(C)cc2)S(=O)(=O)c2ccccc2)cc1
  -6	808	.	.	.	.	.	i	1.2	i	26	.	.	-0.8%	.	.	.	.
> CCCS(=O)(=O)c1c(S(=O)(=O)CCC)c2cc(CC)ccn2c1C(=O)OC
  .	.	3.6	1.7	8.2	-1.6	1130	i	0.6	i	15	70*	39*	1.2%	i	3	-2.6	802
> Cc1ccc(-c2[nH]ncc2/C=N/n2c(COc3ccccc3C)nc3ccccc3c2=O)cc1
  -16	604	3.3	2.9	4.8	-0.35	1256	i	0.3	i	5	3	-21	0.2%	i	-6	2.8	544
> Cc1ccc(C(=O)N(CC(=O)NC2CCCC2)Cc2cccs2)s1
  .	.	6.4	4.2	9.4	0.08	1382	i	1.6	i	19	2	23	-0.3%	i	-1	-3.0	691
> CCn1c2ccccc2c2cc(NC(=O)COC(=O)c3ccccc3Br)ccc21
  48	592	8.9	2.2	0.2	0.18	1475	i	0.8	i	6	-6	3	-0.1%	i	-5	1.4	1054
> N#Cc1ncc(Cl)c2ccccc12
  13	794	.	.	.	-0.12	1399	i	0.7	i	50	.	.	0.7%	.	.	0.2	1033
> Cc1nc(NC(=O)CN2CCCCC2)sc1C(=O)N(C)C
  -2	811	.	.	.	.	.	i	0.6	i	42	.	.	0.2%	.	.	.	.
> CCc1[nH]c(=O)[nH]c1C(C)S(=O)(=O)c1ccc(C)cc1 (stereo unspecified)
  -1	704	1.2	2.1	5.3	0.25	1275	i	0.1	i	65	-22	4	0.3%	i	-2	-2.2	1066
> Cc1cccc(NC(=O)C2CCN(c3ncnc4c3nc3n4CCCCC3)CC2)n1
  4	680	.	.	.	.	.	i	0.4	i	11	.	.	0.4%	.	.	.	.
> COCCN(C(=O)C(C)C)c1nnc(-c2ccc(C(C)(C)C)cc2)s1
  3	726	0.8	0.8	4.8	0.77	1438	i	0.2	i	40	59*	10*	-1.8%	i	-1	0.4	1076
> CC(C)CCNC(=O)CN(CC1CCCO1)C(=O)CCC(=O)Nc1ccccn1 (stereo unspecified)
  .	.	2.0	2.0	4.8	-0.57	951	i	0.6	i	43	70*	-5.6*	0.0%	i	-2	-2.0	1146
> O=C(COc1ccccc1Cl)Nc1cnn(Cc2ccccc2)c1
  -16	782	3.4	1.2	6.6	-0.04	812	i	0.8	i	54	11	26	-0.4%	i	-8	-1.3	1162
> Cc1c(-c2ccccc2)[n+](=O)c2c(n1[O-])CCCC2
  -8	748	.	.	.	0.23	1187	i	0.2	i	24	.	.	-0.5%	.	.	0.5	1268
> CCOc1cccc(CNn2cnnc2)c1OCc1ccccc1
  .	.	1.5	2.5	0.4	0.5	1446	i	0.5	i	37	-5	2	-0.4%	i	-2	0.1	1357
> COc1cc2[nH]c(=O)n(CCCC(=O)NC3CCCCC3)c(=O)c2cc1OC
  -5	761	.	.	.	.	.	i	0.8	i	6	.	.	0.0%	.	.	.	.
> CC(C)C(=O)Nc1sc2c(c1C(N)=O)CCN(Cc1ccccc1)C2
  10	748	.	.	.	.	.	i	2.3	i	33	.	.	-0.8%	.	.	.	.
> Cc1cccc(CCNC(=O)C2CCC(=O)N2Cc2ccc(F)cc2)c1 (stereo unspecified)
  8	776	1.8	1.4	6.5	0.19	893	i	11	i	58	10	14	-0.3%	i	3	.	.
> Cc1cc(C)c2sc(N(CCN(C)C)C(=O)c3c(F)cccc3F)nc2c1
  -6	708	7.4	6.5	0.8	-0.06	1112	i	0.2	i	38	62*	38*	-0.2%	i	-8	.	.
> O=C1c2cccnc2C(=O)N1Cc1ccc(S(=O)(=O)N2CCOc3ccc(Cl)cc32)cc1
  -1	626	.	.	.	.	.	i	0.0	i	11	.	.	1.1%	.	.	.	.
> COc1ccc(CCN(Cc2ccccn2)C(=S)Nc2ccc(C)cc2)cc1OC
  3	717	2.5	2.4	6.4	-0.75	1174	i	0.7	i	36	9	21	-1.2%	i	0	-1.6	1079
> CCN(CC)CCOC(=O)c1ccc([N+](=O)[O-])cc1
  4	713	.	.	.	0.16	1151	i	0.4	i	31	.	.	0.1%	.	.	0.1	1332
> CCOC(=O)C1=C(N)Oc2c(oc(CO)cc2=O)C1c1ccc(F)c(F)c1 (stereo unspecified)
  -16	708	3.5	1.4	10	0.44	1549	i	1.1	i	51	-7	-8	-0.9%	i	9	-0.7	937
> O=c1c(-c2nnc(SCc3ccc(Cl)cc3Cl)o2)cccn1Cc1ccccc1
  .	.	2.0	2.0	8.7	.	.	i	2.8	i	32	50	42	0.2%	i	-5	.	.
> CCOC(=O)C(CCCOc1ccccc1)C(=O)OCC
  -3	824	1.3	1.5	8.4	0.36	974	i	1.1	i	30	-9	-108	-0.1%	i	38	0.4	995
> CCC(C)NCC(O)COCc1ccc(Cl)cc1 (stereo unspecified)
  -3	615	2.5	2.4	6.0	0.36	1321	i	0.2	i	50	-12	-18	0.1%	i	-5	.	.
> O=C(Nc1ccccc1C(F)(F)F)c1ccc(CN2CCC(Cc3ccccc3)CC2)cc1
  .	.	2.9	1.2	8.0	-0.14	1563	i	0.3	i	5	30	-3	-0.6%	i	3	-0.9	1345
> O=C(CSc1nnc(-c2cccc(F)c2)o1)N1CCCC1
  2	792	.	.	.	.	.	i	0.5	i	46	.	.	-0.8%	.	.	.	.
> Cc1nn(CC(=O)NCCCN2CCCCC2C)c(=O)c2cccn12 (stereo unspecified)
  -2	720	.	.	.	.	.	i	3.2	i	8	.	.	0.1%	.	.	.	.
